Source: PubChem (Broad Institute)
ERAP1 inh: blocks human ERAP1 aminopeptidase activity | actives 0.15% (n = 340,000) | recombinant ERAP1, Leu-AMC fluorescence, 60 min | Q9NZ08 | inhibition, % at 10.7 µM | AID 652197;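 active = mean replicate inhibition of at least 30%, or all replicates individually reaching that 30% level; inactive = mean below 30% and not every replicate reaching it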;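 note: 0% = neutral control wells and 100% = L-leucinethiol positive control wells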
RAD54 branch: inhibitors of human RAD54 branch migration. Q92698. RAD54 Holliday junction branch migration, FAM/BHQ fluorescence. inhibition, % at 10.4 µM. actives 0.14% (n = 360,000). AID 602329;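 active = mean normalized replicate activity at least 40 and at least half of replicates scoring 40 or more; inconclusive = only one of the two criteria met; inactive = mean below 40 and under half of replicates reaching 40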;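 note: 0% = median of neutral control wells and 100% = median of positive control wells; inhibitors cause a drop in the FAM fluorescence signal; in these data hits start at about 50%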
E-sel inducer: E-selectin induction on HUVECs | HUVEC E-selectin immunofluorescence imaging; normalized: neutral wells 0, TNF-alpha wells 100 | P16581 | AID 686992 | activation, % at 7.58 µM | actives 0.37% (n = 260,000);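 active = mean E-selectin-positive cell signal at least 10% of the positive control, reached in at least 60% of replicates, without over 20% cell loss; inconclusive = no rule given, readout overlaps actives, possibly toxicity-flagged; inactive = the rest, including those meeting only one limit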;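 note: in these data hits start at about 27%; measured in HUVEC primary endothelial cells; signal is the percent of cells scored E-selectin positive by PE staining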
Target sequence (P16581 whole entry, looked up): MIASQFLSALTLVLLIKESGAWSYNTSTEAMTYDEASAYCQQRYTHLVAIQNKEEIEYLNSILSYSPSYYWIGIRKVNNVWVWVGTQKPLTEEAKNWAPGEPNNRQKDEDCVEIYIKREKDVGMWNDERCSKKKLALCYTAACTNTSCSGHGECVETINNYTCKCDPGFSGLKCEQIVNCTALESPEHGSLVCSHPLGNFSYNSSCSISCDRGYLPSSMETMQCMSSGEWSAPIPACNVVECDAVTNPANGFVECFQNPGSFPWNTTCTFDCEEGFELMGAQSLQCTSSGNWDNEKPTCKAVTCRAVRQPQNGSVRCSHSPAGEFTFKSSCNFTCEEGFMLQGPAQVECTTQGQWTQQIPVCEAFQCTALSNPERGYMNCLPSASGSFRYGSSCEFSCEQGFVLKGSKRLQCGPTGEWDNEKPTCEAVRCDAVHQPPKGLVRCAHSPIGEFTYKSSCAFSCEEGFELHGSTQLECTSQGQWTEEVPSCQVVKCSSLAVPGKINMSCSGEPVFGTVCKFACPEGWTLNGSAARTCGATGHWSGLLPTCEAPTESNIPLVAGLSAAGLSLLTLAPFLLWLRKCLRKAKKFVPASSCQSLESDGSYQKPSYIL
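System: HUVEC / Compound: single concentration / Signal: immunofluorescence imaging / Read-out: percent E-selectin-positive cells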
Cneo AK release: Cryptococcus neoformans lysis via adenylate kinase release; C. neoformans lysis, adenylate kinase release luminescence, 4 h; normalised: neutral wells 0, clomiphene wells 100; actives 0.2% (n = 360,000); lysis activity, % at 15 µM;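 active = mean lysis activity across replicates of at least 80%, whatever share of replicates individually reach that level; inactive = mean lysis activity below 80%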
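Material: C. neoformans cells; Schedule: 4 h static compound exposure, 37 °C, read 1 h post-reagent; Measured by: adenylate kinase release luminescence; Read-out: signal increase indicating cell lysis; Controls: Clomiphene as positive lysis control.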
PglD DTNB: blocks C. jejuni PglD acetyltransferase activity. purified PglD enzyme, DTNB colorimetric CoA detection. inhibition, % at 12.5 µM. actives 0.098% (n = 360,000); in the data active = inhibition above about 16%, passing the limit was not always enough; inconclusive = no clear call, values can overlap the other calls; note: strong numbers were not always called active
RAD52 inh: RAD52 (human) annealing inhibition; P43351; recombinant RAD52 DNA annealing, FRET fluorescence; inhibition, % at 18.7 µM; actives 0.46% (n = 360,000);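 active = every replicate showing at least 50% inhibition; inconclusive = mean inhibition at least 50% but not in every replicate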
Target sequence (P43351 whole entry, looked up): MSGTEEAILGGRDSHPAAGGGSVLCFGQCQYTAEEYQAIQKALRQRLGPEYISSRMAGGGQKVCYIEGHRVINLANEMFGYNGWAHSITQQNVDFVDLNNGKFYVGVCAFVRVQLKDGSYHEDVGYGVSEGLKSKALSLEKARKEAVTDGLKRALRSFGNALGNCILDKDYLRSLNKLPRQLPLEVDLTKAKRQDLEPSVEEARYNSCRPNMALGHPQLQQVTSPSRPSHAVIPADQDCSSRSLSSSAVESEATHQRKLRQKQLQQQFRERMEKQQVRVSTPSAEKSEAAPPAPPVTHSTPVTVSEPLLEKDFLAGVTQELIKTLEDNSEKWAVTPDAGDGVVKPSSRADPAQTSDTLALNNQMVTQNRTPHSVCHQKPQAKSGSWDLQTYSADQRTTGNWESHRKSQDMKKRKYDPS
miR122 inh: miR-122 inhibition in Huh7 cells; Huh7 miR-122 Renilla luciferase sensor, 48 h; neutral wells = 0, positive control = 100; activation (reporter increase), % at 12.5 µM; actives 0.3% (n = 340,000); AID 602342;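 active = mean replicate activation score at least 90 and every replicate individually at or above 90; inconclusive = only one of the two criteria met; inactive = neither criterion met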;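 note: higher luciferase means less miR-122 activity so hits act as miR-122 inhibitors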
PGC1a acetyl inh: modulators of PGC1a acetylation. U2OS PGC1a acetylation, AlphaScreen anti-acetyl-lysine; with virally co-expressed GCN5 acetyltransferase. inhibition, % at 15.6 µM. actives 0.17% (n = 350,000). AID 651687;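 active = every replicate shows inhibition of at least 40%; inconclusive = mean inhibition at least 40% but some replicate below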;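 note: 0% = neutral control wells and 100% = positive control wells; some results beyond the cut were filed as inactive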
Starred values were filed as active, the others as inactive; & = joins results of further samples; [ ] = dose if it differs, or a comment.

How did Cc1onc(-c2ccccc2)c1C(=O)Nc1ccc(S(=O)(=O)Nc2nccs2)cc1 do in these assays?
ERAP1 inh: -1; RAD54 branch: -9; E-sel inducer: -1.7; Cneo AK release: 1; PglD DTNB: -2; RAD52 inh: -4; miR122 inh: 43; PGC1a acetyl inh: 7

How did CCOC(=O)N1CCN(S(=O)(=O)c2ccc(OCC(=O)OC)cc2)CC1 do in these assays?
ERAP1 inh: -1; RAD54 branch: -7; Cneo AK release: 3; PglD DTNB: 2; RAD52 inh: -3; miR122 inh: -1; PGC1a acetyl inh: 5

What do the screens show for `Cn1c(=O)c2c(nc(CN3CCN(c4ccc(F)cc4)CC3)n2Cc2ccccc2F)n(C)c1=O`?
ERAP1 inh: 2; RAD54 branch: -2; PglD DTNB: 1; RAD52 inh: -5; miR122 inh: -7; PGC1a acetyl inh: 16

Results for Cc1onc(-c2c(Cl)cccc2Cl)c1C(=O)N=C(N)N1CCOCC1 ?
RAD54 branch: 11; E-sel inducer: 0.4; Cneo AK release: 8; PglD DTNB: -5; RAD52 inh: -22; miR122 inh: -5; PGC1a acetyl inh: 7

Results for C[C@H]1CN([C@@H](C)CO)S(=O)(=O)c2ccc(C#Cc3ccccn3)cc2O[C@H]1CN(C)Cc1ccc(F)cc1 ?
ERAP1 inh: 2&6&4; RAD54 branch: -3&-6; E-sel inducer: -0.3&-0.1; Cneo AK release: 10&-1; PglD DTNB: 5&-5; RAD52 inh: -31&-55&-46; miR122 inh: -5; PGC1a acetyl inh: -9&-3&-6

Results for COc1cc(CNCc2ccccc2Cl)ccc1OCC(=O)NC1CCCCC1 ?
ERAP1 inh: 1; RAD54 branch: 8; E-sel inducer: 0.2; Cneo AK release: 0; PglD DTNB: -1; RAD52 inh: 3

How did O=C(C[C@H]1CC[C@H]2[C@@H](COC[C@@H](O)CN2Cc2ccccc2F)O1)N[C@H]1CCN(Cc2ccccc2)C1 do in these assays?
ERAP1 inh: 2; RAD54 branch: -1; E-sel inducer: -0.1; Cneo AK release: 2; PglD DTNB: -5; RAD52 inh: -3; miR122 inh: 5[16.7 µM]; PGC1a acetyl inh: -1

How did CCOc1cc(/C=N/NC(=O)CN2CCOCC2)ccc1OCc1ccccc1 do in these assays?
RAD54 branch: -1; E-sel inducer: -0.2; Cneo AK release: 4; PglD DTNB: 0; miR122 inh: -7; PGC1a acetyl inh: 2

How did CCCCCn1c(=O)[nH]c2cc(C(=O)NCc3ccco3)ccc2c1=O do in these assays?
RAD54 branch: 0; Cneo AK release: 0; PglD DTNB: -5; miR122 inh: -7; PGC1a acetyl inh: -4

How did O=C(Nc1ccc(F)cc1Cl)C1CCN(C(=O)Nc2ccccc2)CC1 do in these assays?
ERAP1 inh: -2; RAD54 branch: 13; Cneo AK release: -4; PglD DTNB: -2; RAD52 inh: 1

Results for C[C@@H]1CN([C@@H](C)CO)C(=O)c2cc(C#CC3CCCCC3)cnc2O[C@H]1CN(C)S(=O)(=O)c1ccccc1 ?
ERAP1 inh: 0; RAD54 branch: -5; E-sel inducer: 0.1; Cneo AK release: 3; PglD DTNB: 0; RAD52 inh: 3; miR122 inh: -5[16.7 µM]

How did Cc1ccnc2nc(C(=O)Nc3ccc4c(c3)OCO4)nn12 do in these assays?
RAD54 branch: 5; Cneo AK release: 2; PglD DTNB: 1; miR122 inh: -1; PGC1a acetyl inh: -3

Results for CN1c2ccc(C#Cc3cccnc3)cc2[C@@H]2[C@@H](CCN2C(=O)C2CCC2)[C@@H]1CO ?
ERAP1 inh: 0; E-sel inducer: 0.2; RAD52 inh: -85; PGC1a acetyl inh: -13

What do the screens show for `C[C@@H]1CCCCO[C@H](CN(C)S(=O)(=O)c2ccccc2)[C@@H](C)CN([C@H](C)CO)C(=O)c2cc(NS(=O)(=O)c3ccc(F)cc3)ccc2O1`?
ERAP1 inh: -3; RAD54 branch: 3; E-sel inducer: -0.3; Cneo AK release: 3; PglD DTNB: -11; RAD52 inh: 18; miR122 inh: 4[16.7 µM]; PGC1a acetyl inh: 6

Results for O=C(c1ccccc1NS(=O)(=O)c1ccc([N+](=O)[O-])cc1[N+](=O)[O-])N1O[C@@H]2C=C[C@H]1C2 ?
ERAP1 inh: -9; RAD54 branch: 9; E-sel inducer: -1.0; Cneo AK release: 0; PglD DTNB: -3; RAD52 inh: -11; miR122 inh: -3; PGC1a acetyl inh: -7

Quoted at random: 2 entries already listed
Results for C[C@@H]1CN([C@@H](C)CO)C(=O)c2cc(C#CC3CCCCC3)cnc2O[C@H]1CN(C)S(=O)(=O)c1ccccc1 ?
ERAP1 inh: 0; RAD54 branch: -5; E-sel inducer: 0.1; Cneo AK release: 3; PglD DTNB: 0; RAD52 inh: 3; miR122 inh: -5[16.7 µM]

Results for COc1cc(CNCc2ccccc2Cl)ccc1OCC(=O)NC1CCCCC1 ?
ERAP1 inh: 1; RAD54 branch: 8; E-sel inducer: 0.2; Cneo AK release: 0; PglD DTNB: -1; RAD52 inh: 3

(listing goes on)
What do the screens show for `Cc1cc(NC(=O)CCC(=O)N(c2ccccc2F)C(C(=O)NC2CCCC2)c2ccccc2)no1` (configuration not stated)?
ERAP1 inh: -1; RAD54 branch: 0; Cneo AK release: -1; PglD DTNB: 3; RAD52 inh: -11; miR122 inh: -2; PGC1a acetyl inh: -4

What do the screens show for `O=C(Nc1ccc(Cl)c(-c2nc3ccccc3[nH]2)c1)c1cccnc1`?
RAD54 branch: 4; Cneo AK release: 0; PglD DTNB: 2; miR122 inh: 0; PGC1a acetyl inh: -5

How did Cc1cccc(S(=O)(=O)N(C)C[C@@H]2OCc3ccccc3-c3ccccc3C(=O)N([C@H](C)CO)C[C@H]2C)c1 do in these assays?
ERAP1 inh: 0; RAD54 branch: 0; E-sel inducer: -0.4; Cneo AK release: -1; PglD DTNB: -2; RAD52 inh: -6; PGC1a acetyl inh: -5

Results for CC(=O)Oc1ccccc1C(=O)OCCN=C1NS(=O)(=O)c2ccccc21 ?
ERAP1 inh: 0; RAD54 branch: -11; Cneo AK release: 7; PglD DTNB: 8; RAD52 inh: 0; miR122 inh: 32

Results for CCOc1ccc(N(CC(=O)OC)S(=O)(=O)c2ccc3c(c2)n(C)c(=O)c(=O)n3C)cc1 ?
ERAP1 inh: 1; RAD54 branch: -5; E-sel inducer: inconclusive; Cneo AK release: 1; RAD52 inh: 13; miR122 inh: 8; PGC1a acetyl inh: 8

What do the screens show for `C[C@@H]1CN([C@@H](C)CO)C(=O)c2cc(NC(=O)CCN3CCOCC3)ccc2O[C@@H]1CN(C)C(=O)Nc1ccc2c(c1)OCO2`?
ERAP1 inh: 1; RAD54 branch: -4; E-sel inducer: -1.8; Cneo AK release: 2; PglD DTNB: 4; RAD52 inh: -9; miR122 inh: 1[16.7 µM]; PGC1a acetyl inh: -2

How did CCC(=O)N1[C@H](CO)[C@@H](c2ccccc2)C12CN(C(=O)Nc1ccccc1F)C2 do in these assays?
ERAP1 inh: -5; E-sel inducer: 0.0; RAD52 inh: -6; PGC1a acetyl inh: -4

How did C[C@H]1CN([C@@H](C)CO)C(=O)Cc2cc(NC(=O)Nc3ccc(F)cc3)ccc2O[C@@H]1CN(C)S(=O)(=O)c1cccs1 do in these assays?
ERAP1 inh: 2; RAD54 branch: 8; E-sel inducer: 0.0; Cneo AK release: 0; PglD DTNB: 2; RAD52 inh: -16; miR122 inh: -2[16.7 µM]; PGC1a acetyl inh: -15

What do the screens show for `Cc1cc(F)ccc1NC(=O)c1cc(S(=O)(=O)N2CCc3ccccc32)cn1C`?
ERAP1 inh: 4; RAD54 branch: -3; E-sel inducer: 0.1; Cneo AK release: 2; PglD DTNB: 1; RAD52 inh: -3

What do the screens show for `CC(C)c1nnc(NC(=O)c2cc3ccccc3o2)s1`?
ERAP1 inh: -3; RAD54 branch: 1; E-sel inducer: 0.1; Cneo AK release: 1; PglD DTNB: -1; RAD52 inh: -23

What do the screens show for `Cc1cc(SC(C)C(=O)O)nc2ccccc12` (configuration not stated)?
ERAP1 inh: -4; E-sel inducer: 1.3; RAD52 inh: -15; PGC1a acetyl inh: -1

How did O=C(Cc1ccccc1)N1CC[C@@H]2[C@H](CO)Nc3ccc(C4=CCCCC4)cc3[C@@H]21 do in these assays?
ERAP1 inh: 0; RAD54 branch: -4; E-sel inducer: -0.2; Cneo AK release: -7; PglD DTNB: -1; RAD52 inh: 37; miR122 inh: -11[16.7 µM]; PGC1a acetyl inh: 2

How did COc1cccc(C(=O)NCC2(c3ccccc3)CCCC2)c1OC do in these assays?
ERAP1 inh: 3; RAD54 branch: -2; E-sel inducer: 2.1; Cneo AK release: -4; PglD DTNB: -1; RAD52 inh: 8; miR122 inh: 5; PGC1a acetyl inh: -15

Results for CN(C(=O)COC(=O)c1ccccc1OCc1ccc(F)cc1)C1CCS(=O)(=O)C1 (configuration not stated) ?
ERAP1 inh: 1; RAD54 branch: -8; E-sel inducer: 0.6; Cneo AK release: 3; PglD DTNB: 3; RAD52 inh: 1; miR122 inh: -1; PGC1a acetyl inh: 1

Results for CCOC(=O)Nc1ccc2c(c1)N(C(=O)OCCN(C)C)c1ccccc1CC2 ?
ERAP1 inh: -3&-3; RAD54 branch: 2&8; E-sel inducer: -0.3; Cneo AK release: -2&-1; PglD DTNB: -4&-3; RAD52 inh: -2&3; miR122 inh: 0&3; PGC1a acetyl inh: 8

Results for COc1ccccc1CNC(=O)C1CCCN(S(=O)(=O)c2cccc3cccnc23)C1 (configuration not stated) ?
ERAP1 inh: -2; RAD54 branch: -7; E-sel inducer: 0.0; Cneo AK release: 0; PglD DTNB: 3; RAD52 inh: -12; miR122 inh: 6; PGC1a acetyl inh: -3

How did CN(C)C(=O)c1ccc(-c2ccc(C3[C@H]4CNC[C@@H]3N4C(=O)Nc3cc(F)ccc3F)cc2)cc1 (some centres not stated) do in these assays?
ERAP1 inh: -1; E-sel inducer: -0.1; RAD52 inh: 7; PGC1a acetyl inh: 9

How did O=C(c1cccc(S(=O)(=O)N2CCCC2)c1)N1CCN(c2ccccc2)CC1 do in these assays?
RAD54 branch: -6; Cneo AK release: 0; PglD DTNB: 1; miR122 inh: 7; PGC1a acetyl inh: -6

Results for COc1ccccc1CNC(=O)[C@H](CCSC)NC(=O)[C@@H]1Cc2ccccc2CN1 ?
ERAP1 inh: 0; RAD54 branch: 14; Cneo AK release: -4; PglD DTNB: 2; RAD52 inh: -14; miR122 inh: 1; PGC1a acetyl inh: 0

Results for Cc1cc(F)ccc1S(=O)(=O)Nc1c(C)n(C)n(-c2ccccc2)c1=O ?
ERAP1 inh: 2; RAD54 branch: -1; E-sel inducer: 0.5; Cneo AK release: 1; PglD DTNB: 7; RAD52 inh: -2; miR122 inh: -4; PGC1a acetyl inh: -7

How did CCSc1nnc(-c2ccccc2N)c(=O)[nH]1 do in these assays?
ERAP1 inh: 1; RAD54 branch: -3; Cneo AK release: 0; PglD DTNB: 2; RAD52 inh: -9; miR122 inh: -11; PGC1a acetyl inh: 3

What do the screens show for `C[C@@H]1CN([C@H](C)CO)C(=O)Cc2cc(NC(=O)Nc3ccc(C(F)(F)F)cc3)ccc2O[C@H]1CN(C)S(=O)(=O)c1ccccc1`?
ERAP1 inh: -1; E-sel inducer: 1.7; RAD52 inh: 11; PGC1a acetyl inh: 4

Results for COCc1cc(CN2CCCC(C(=O)Nc3ccc(-c4ccco4)cc3)C2)ccc1OC (configuration not stated) ?
ERAP1 inh: -3; RAD54 branch: 0; Cneo AK release: 1; PglD DTNB: -4; RAD52 inh: -44; miR122 inh: -6; PGC1a acetyl inh: -6
